Hck-Nef inh: blocks Nef-activated human Hck kinase | P08631 | Recombinant Hck-YEEI plus Nef, Z-Lyte FRET kinase assay | inhibition, % at 20 µM | 220,000 compounds, 0.68% hits;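 active = Hck-Nef kinase inhibition above about 50%, limit read from the data; inactive = inhibition below that limit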;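 note: 0% = DMSO with Hck plus Nef and 100% = Hck alone without Nef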
RBBP9 inhibitor: inhibitors of human serine hydrolase RBBP9; inhibition, % at 7.94 µM; recombinant RBBP9, FP-Rh probe fluorescence polarization; 220,000 compounds, 0.2% hits;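 active = inhibition above the campaign mean of all tested compounds plus 3 SD, cut at about 14% in these data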;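 note: plate controls were DMSO wells with RBBP9 for no effect and wells lacking RBBP9 protein for full effect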
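Measured by: FP readout at 525/598 nm; material: recombinant human RBBP9; also added: Serine-hydrolase probe FP-Rh, 375 nM pre-mixing; medium: Tris buffer pH 8.0, NaCl, Pluronic; replication: one well per compound; doses: one concentration, 7.94 µM nominal, 0.794% DMSO; timing: preincubation 30 min plus labeling 45 min at 25 °C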
PGE2 EP2 inh: inhibitors of human EP2 prostaglandin E2 receptor; P43116; inhibition, % at 25 µM; C6 glioma cells expressing human EP2, cAMP TR-FRET; cells stimulated with saturating PGE2; 260,000 compounds, 0.52% hits;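 active = percent inhibition above 40 after rounding to a whole number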;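 note: rat C6 glioma host cells with rolipram phosphodiesterase inhibitor present; the protocol text gives 20 µM as final concentration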
PERK inhibitor: inhibitors of human PERK kinase; Q9NZJ5; CHO PERK-DD fusion, SEAP luminescence translation reporter; inhibition, % at 5.6 µM; 220,000 compounds, 0.17% hits; AID 1416;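 active = inhibition above the mean inhibition of all tested compounds plus 3 SD, set separately per screening campaign, cut at about 2.9% in these data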;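 note: PERK kinase domain activated by AP20187 dimerizer at 100 nM; 0% = DMSO with dimerizer and 100% = rapamycin at 8.4 µM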
Target sequence (Q9NZJ5 whole entry, looked up, the tested form may be a part): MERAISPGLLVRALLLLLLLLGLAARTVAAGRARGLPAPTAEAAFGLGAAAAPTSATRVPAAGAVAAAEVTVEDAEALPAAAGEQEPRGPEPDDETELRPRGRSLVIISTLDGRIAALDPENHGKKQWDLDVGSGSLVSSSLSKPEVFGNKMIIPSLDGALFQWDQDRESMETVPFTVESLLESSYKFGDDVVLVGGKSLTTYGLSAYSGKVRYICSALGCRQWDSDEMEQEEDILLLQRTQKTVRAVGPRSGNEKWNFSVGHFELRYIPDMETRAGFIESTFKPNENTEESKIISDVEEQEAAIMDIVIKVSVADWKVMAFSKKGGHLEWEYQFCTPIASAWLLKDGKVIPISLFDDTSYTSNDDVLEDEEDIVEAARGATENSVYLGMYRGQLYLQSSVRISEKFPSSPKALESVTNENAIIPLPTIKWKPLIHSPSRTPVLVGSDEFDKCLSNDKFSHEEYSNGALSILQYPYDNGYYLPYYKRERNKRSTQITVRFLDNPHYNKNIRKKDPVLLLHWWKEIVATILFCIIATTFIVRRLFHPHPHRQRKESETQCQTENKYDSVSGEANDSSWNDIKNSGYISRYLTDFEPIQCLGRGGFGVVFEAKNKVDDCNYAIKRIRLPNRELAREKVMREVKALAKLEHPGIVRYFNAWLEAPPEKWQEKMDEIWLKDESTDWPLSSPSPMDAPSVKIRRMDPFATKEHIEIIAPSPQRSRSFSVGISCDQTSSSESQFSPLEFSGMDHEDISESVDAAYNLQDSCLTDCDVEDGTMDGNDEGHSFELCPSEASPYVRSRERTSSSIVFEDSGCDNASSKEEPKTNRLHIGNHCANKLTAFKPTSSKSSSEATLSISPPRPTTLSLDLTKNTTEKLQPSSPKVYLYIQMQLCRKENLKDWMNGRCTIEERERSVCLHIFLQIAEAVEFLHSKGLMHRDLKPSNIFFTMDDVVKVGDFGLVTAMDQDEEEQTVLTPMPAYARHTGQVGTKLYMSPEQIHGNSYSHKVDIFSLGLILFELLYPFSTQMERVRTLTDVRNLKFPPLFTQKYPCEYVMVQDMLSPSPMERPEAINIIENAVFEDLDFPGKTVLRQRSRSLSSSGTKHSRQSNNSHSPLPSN
zVAD death inh: L929 zVAD cell death inhibition | viability rescue, % at 10 µM | AID 1377 | L929 zVAD necroptosis rescue, ATP luminescence, 24 h; with zVAD 60 µM | 220,000 compounds, 0.38% hits;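 active = activation, scaled between plate controls, above about 75%, limit read from the data; inactive = activation under that limit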;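 note: 0% = zVAD with DMSO and 100% = DMSO alone without zVAD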
Runt-SMMHC FRET: inhibitors of human RUNX1 Runt domain binding to CBFb-SMMHC | Cerulean-Runt/Venus-CBFb-SMMHC FRET ratio 530/480, 1 h | AID 1434 | inhibition, % at 20 µM | 220,000 compounds, 0.74% hits;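 active = mean inhibition across duplicate retests at 20 µM reaching about 50%, limit read from the data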;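 note: 0% = DMSO wells and 100% = wells with excess untagged CBFb-SMMHC; inhibitors lower the FRET ratio by blocking Runt binding to CBFb-SMMHC; some results filed as inactive read as strong as hits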
TNF death inh: TNF-alpha cell death inhibition in Jurkat FADD-/- cells; Jurkat FADD-/- TNF necroptosis rescue, ATP luminescence, 24 h; 0 = TNF only, 100 = no-TNF cells; activation (protection from cell death), % at 10 µM; 220,000 compounds, 0.068% hits; AID 463075;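 active = activation, meaning protection from cell death, of at least 50% relative to plate controls; inactive = activation below 50%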;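 note: necroptosis triggered by 40 ng/mL TNF-alpha added together with compound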
Runt-CBFb FRET: inhibitors of human RUNX1 Runt domain binding to CBFb; Cerulean-Runt/Venus-CBFb FRET ratio 530/480, 1 h; inhibition, % at 20 µM; 220,000 compounds, 0.46% hits; AID 1496;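 active = inhibition over about 50% at 20 µM in the single-dose screen, limit read from the data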;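 note: 0% = DMSO wells and 100% = excess unlabeled CBFb competitor control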
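Schedule: protein complex preformed 1 h, compound exposure 1 h, room temperature, dark; test system: Cerulean-labeled Runt domain protein; amount: 100 nM per protein; buffer or medium: Tris 50 mM pH 7.5, KCl, K2SO4, 0.01% BSA; read-out: loss of energy transfer signal; detection: FRET fluorescence; controls: 5 µM unlabeled CBFb as full-inhibition high control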
EP2 modulator: modulators of human EP2 prostaglandin E2 receptor | 260,000 compounds, 0.83% hits | P43116 | induction, % at 25 µM | EP2-expressing cells, cAMP HTRF FRET, PGE2 co-stimulation;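 active = compounds whose cAMP rise, as percent of the full-agonist control response, exceeds 60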;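 note: rat C6 glioma line stably carrying human EP2 under a CMV promoter; the protocol text gives 20 µM as final concentration; 100% = response of wells given 1 µM PGE2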
Starred values were filed as active, the others as inactive; . = not tested or not shown; & = joins results of further samples. The list is partial; count on the stated rates, not on these rows.

SMILES	Hck-Nef inh	RBBP9 inhibitor	PGE2 EP2 inh	PERK inhibitor	zVAD death inh	Runt-SMMHC FRET	TNF death inh	Runt-CBFb FRET	EP2 modulator
Cc1cccc(C(=O)Nc2ccccc2C(=O)OCc2c(C)noc2C)c1	2	-8	7	-1.1	0.2	-4	-3.7	3	56
O=C(COC(=O)c1cccnc1Cl)c1ccc2c(c1)OCCO2	10	4	4	0.1	17	-7	1.2	0	-49
CCOc1ccc(NC(=O)CC2C(=O)N(c3ccc(OC)cc3)C(=O)N2CCc2ccc(OC)c(OC)c2)cc1 (stereo not drawn)	-1	-2	3	0.0	-0.3	-5	0.9	-3	9
O=[N+]([O-])c1ccc2c(c1)nc1n2CCCCC1	2	-1	6	0.8	7.3	-1	7.6	-1	-8
CSc1ccccc1NC(=O)CNCCCN1CCOCC1	3	-10	1	-0.9	0.1	-3	0.2	-2	2
CCN1C(=O)/C(=C\C=C2/C=CC=CN2CC)SC1=S	10	-2	12	1.1	0.5	4	1.5	10	-2
CC1=C(C(=O)Nc2ccccc2)C(c2ccncc2)n2nnnc2N1 (stereo not drawn)	0	-13	3	0.8	-0.7	.	-8.1	.	10
Cc1ccc(S(=O)(=O)N(C)C)cc1NC(=O)COC(=O)Cc1ccc(Br)cc1	21	-2	8	0.7	22	1	-0.5	-2	-33
Clc1cccc(Cl)c1Cn1cnc2c(N3CCCCCC3)ncnc21	13	-6	5	0.1	0.9	-2	-0.5	-3	5
Nc1nc(NCc2ccccc2)nc(-c2ccccc2)n1	1	-5	1	0.0	0.2	5	-2.8	1	-72
COc1ccc(C(=O)n2ncc(C#N)c2N)cc1	-8	-7	6	0.8	1.1	1	-2.9	-1	34
Cc1ccc(CNC(=O)CCNC(=O)c2ccc(Br)o2)cc1	-3	8	4	0.0	0.3	3	0.8	0	29
CCOc1ccc(-c2c(C)n([O-])c3c([n+]2=O)CCCC3)cc1	1	-7	18	-0.1	-0.2	4	-2.1	2	7
CCCCN(C(=O)c1ccco1)c1nnc(-c2cc(OC)c(OC)c(OC)c2)s1	-1	-4	7	0.4	-0.1	2	0.7	-1	1
Cc1cccc2cc3c(nc12)SC(=NCC1CCCO1)N(Cc1ccco1)C3 (stereo not drawn)	3	-12	12	-1.1	-0.2	12	-8.3	16	49
O=S(=O)(NC1=NCCC1)c1cccc(NS(=O)(=O)c2ccc(OC(F)(F)F)cc2)c1	3	-5	7	1.3	0.2	0	1.8	-2	9
CCc1ccc(NC(=O)C(=O)NCC2CCCO2)cc1 (stereo not drawn)	21	-11	5	0.5	1.6	-1	0.1	1	2
CCOC(=O)N1CCC(NC(=O)c2ccc3snnc3c2)CC1	-1	-4	12	0.9	0.2	-2	1.2	0	0
O=C(c1ccco1)N1CCN(CC2CC3C=CC2C3)CC1 (stereo not drawn)	1	-8	3	0.1	-0.3	1	-1.5	2	-7
CCCN(CCC)C1=CC(=[N+]2CCCC2)CC(C)(C)C1	1	-9	3	0.5	0.4	4	-2.4	-10	-2
CCC(=O)Oc1cccc(C(=O)Nc2ccc(-c3nnc(-c4ccco4)o3)cc2)c1	-8	-13	2	-1.2	-0.3	0	-7.3	-3	-19
COCCNC(=O)c1ccccc1NC(=O)CCSc1ccccc1	4	-1	4	0.5	0.3	-3	0.6	2	-12
COc1cc(=O)n(C)c2c(OCC3OC(C)(C)OC3(C)C)cccc12 (stereo not drawn)	14	5	13	0.5	1.9	1	-0.6	7	-36
CCCOc1ccc(C(C)=O)cc1CSc1nc(O)cc(=O)[nH]1	0	-2	30	-1.3	0.3	0	0.1	-3	-8
COc1ccc(Oc2coc3cc(OCC(=O)N4CCCCC4)ccc3c2=O)cc1	4	5	6	-0.3	0.3	1	3.9	-2	-3
O=C(Nc1nc2nccc(-c3ccccc3)n2n1)c1ccc(F)cc1	3	-3	4	0.8	1.6	3	1.8	0	8
CCC(C)n1c(SCC(=O)Nc2cc(C(C)(C)C)nn2-c2ccccc2)nc2ccccc2c1=O (stereo not drawn)	-111	-4	8	-0.4	0.4	0	5.6	0	42
Cc1nc(-c2ccc3c(c2)OCCO3)cs1	19	10	1	0.4	1.4	0	-1.2	3	-27
CCCCCCCCCCCCCCCC[n+]1cccc2ccccc21	107*	0	14	0.7	12	-17	-16	-17	-11
COc1ccc(N(CC(=O)NCc2ccco2)S(=O)(=O)c2ccc(C)cc2)cc1	17	-3	10	0.1	-0.4	-2	-0.8	-1	5
COC(CN1C(=O)C(=O)/C(=C(/O)c2ccccc2)C1c1ccccn1)OC (stereo not drawn)	20	0	2	1.1	2.5	0	1.3	0	4
O=c1c2ccccc2[nH]c2ccc(F)cc12	71*	-5	3	0.7	6.4	87*	-0.6	3	-45
Cc1cnc(C(=O)N2CCN(c3ccc(C(F)(F)F)cn3)CC2)cn1	2	-7	20	0.6	-0.3	-2	-0.8	-2	-42
CN1CCN(S(=O)(=O)c2ccc(Sc3nnc(-c4cccs4)n3-c3ccccc3)nc2)CC1	2	-9	6	-0.9	-0.3	0	0.2	0	12
O=C(NC(=S)Nc1ccccn1)c1cncc(Br)c1	0	2	5	-0.2	-0.6	-1	-0.7	0	-21
O=C(CSCSCC(=O)NCC1CCCO1)NCC1CCCO1 (stereo not drawn)	-2	-13	15	-0.2	0.6	-5	1.5	0	17
O=[N+]([O-])c1cc(-c2cnc3ccccc3n2)ccc1Oc1ccc(F)cc1	-1	-2	2	0.2	0.7	-1	-4.0	-1	-45
O=C(Oc1cccc(OC(=O)N2CCCCC2)c1)N1CCCCC1	22	-4	7	0.9	0.5	.	0.1	.	-27
Fc1ccccc1-c1csc(=Nc2cccnc2)n1CCCn1ccnc1	3	-9	4	-0.7	1.4	-3	4.1	2	1
O=C(Nc1ccc(Cl)cc1)Nc1nnc(-c2ccncc2)s1	12	-8	11	1.3	67	-5	2.5	-3	-9
Cc1cc(C(=O)N2CCCCCC2)cs1	2	-2	6	0.4	-0.5	1	0.4	-2	9
O=C1NC2=C(C(=O)OC2)C(c2ccc(OC(F)(F)F)cc2)N1 (stereo not drawn)	20	-3	10	2.2	-0.6	0	0.2	0	0
O=C1c2ccccc2C(=O)N1CCc1csc(-c2cccc(Cl)c2)n1	1	0	7	-0.2	-0.1	0	-3.7	-2	-22
COC(=O)c1cc2sccc2n1Cc1ccc(C)cc1	0	-11	4	-0.4	-0.1	-2	9.7	-1	64*
COc1ccc(/C=N\NC(=O)c2cc(O)c(O)c(O)c2)cc1CN1CCN(c2ccc(F)cc2)CC1	45	7	14	0.2	0.3	38	-0.7	48	13
CN1C(=O)/C(=C\c2ccncc2)SC1=Nc1ccccc1	6	-4	10	0.0	1.6	-2	-2.8	0	46
Cc1ccc(NC(=S)NNC(=O)c2nn(C)cc2Cl)cc1	-1	-14	10	-0.4	0.5	2	-1.3	2	1
Cc1ccc2cc(CN(CCN3CCOCC3)Cc3nnnn3Cc3ccco3)c(=O)[nH]c2c1C	0	-3	17	-0.5	0.2	2	-0.6	4	6
O=C(/C=N/O)NCC1CCNCC1	2	-4	14	2.4	0.9	0	0.5	1	7
C=CCc1cc(Cl)ccc1OCCNCCN1CCOCC1	15	-2	8	-0.1	-1.6	3	3.9	-2	-90

(continued)
SMILES	Hck-Nef inh	RBBP9 inhibitor	PGE2 EP2 inh	PERK inhibitor	zVAD death inh	Runt-SMMHC FRET	TNF death inh	Runt-CBFb FRET	EP2 modulator
CCn1c(SCC(=O)N2CCOCC2)nnc1-c1cccs1	0	-2	7&5	-0.9	0.6	-2	-0.7	-1	36&-9
Cc1ccc(NC(=O)CSc2ncc3ccccn23)cc1C	-4	-6	7	0.7	0.3	2	1.4	8	-13
CCCCC1=C([O-])C2N=CC=CC2=[N+](c2ccccn2)C1=O (stereo not drawn)	0	-5	3	0.2	-0.3	-2	2.3	0	8
Cc1ccc(C2=NN(C(=O)c3ccco3)C(O)(C(F)(F)F)C2)cc1 (stereo not drawn)	19	-6	8	0.3	2.5	-1	-0.8	-1	24
O=C(Nc1ccc2c(c1)OCCO2)c1cnc2ccccn2c1=O	-6	-1	3	0.9	.	.	-0.2	.	.
Cc1c(Cl)cccc1NC(=O)c1ccc(-n2ccnc2)nc1	1	-3	2	0.1	0.7	-1	-2.2	-2	-4
COC(=O)Cn1c2ccc(OC)cc2c2nc3ccccc3nc21	-1	-7	7	0.1	1.4	-17	0.0	-12	14
CN(C)S(=O)(=O)c1ccc(-c2ccccc2)cc1	2	-9	9	0.1	0.7	0	0.5	-1	-60
Cc1cc(C)c(C)c(S(=O)(=O)Nc2ccccc2C(=O)O)c1C	0	-4	7	1.2	2.1	-6	-0.1	-1	17
CC(C)(C)S(=O)(=O)c1cnc2c(-c3ccsc3)cnn2c1N	-15	-3	3	0.3	21	-4	-1.7	-1	17
Cc1cc(C)c2c(NC(N)=S)n[nH]c2n1	19	-6	6	1.2	2.6	8	0.6	2	-17
COC(=O)C(C)Nc1cccc(Br)c1 (stereo not drawn)	-3	6	3	0.6	1.3	1	5.1	-1	-26
Cn1c(=O)c2c(nc(NCCOc3ccc(C(C)(C)C)cc3)n2C)n(C)c1=O	-6	-9	6	-0.2	.	-8	-15	-2	-21
CSc1ccccc1C(=O)NCc1ccc(C)cc1	23	0	4	1.0	1.0	-5	2.6	1	3
COC(=O)CNC(c1ccccc1)c1cc(Cl)ccc1NC(=O)c1cccc(Cl)c1 (stereo not drawn)	4	-8	-2	-0.7	-0.2	0	1.0	0	63*
COC(=O)c1ccc(C(=O)OC)c(=O)[nH]1	18	6	4	1.3	0.0	-4	0.1	1	12
NCCNc1ccc([N+](=O)[O-])c(NC2CC2)c1	2	-7	7	0.4	-0.2	3	3.7	-3	-8
O=C(c1cc(-c2ccccn2)nc2c(Cl)cccc12)N1CCN(S(=O)(=O)c2ccccc2)CC1	2	-4	8	-0.4	1.6	-5	9.0	-1	28
O=C(NC1CCCC1)C(c1ccccc1)N(C(=O)c1ccco1)C1CCCC1 (stereo not drawn)	16	-3	.	-0.6	-0.9	2	-2.1	-3	29
COc1ccc(CNC(=O)C2(c3ccc(Cl)cc3)CC2)cc1	0	-3	13	1.3	0.4	-2	4.7	-1	-1

Screening data deposited in PubChem BioAssay by several laboratories.
